# Source: PubChem BioAssay (National Center for Advancing Translational Sciences (NCATS))
# Vif-APOBEC3F blk: blocks the Vif interaction with APOBEC3F | HeLa A3F-eYFP + Vif (tagged APOBEC3F with the HIV-1 protein that degrades it), YFP fluorescence increase | Potency, µM (titrated, usually from 46.1 µM), without a hit: at the top dose activity, negative = active | 0.2% of 390,000 active | AID 602313; also: potency is read from the fitted curve at half-maximal effect; % of control where 0% means no effect; nearly all actives have a fitted effect of over 65% in size
#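 Fluorescence increase (Ex 488/Em 500-530) after overnight compound treatment at 37 deg C flags inhibition of Vif-driven A3F-eYFP loss in stable HeLa A3F-eYFP/Vif cells seeded overnight beforehand.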
# D1 antagonist: human D1 dopamine receptor antagonism; P21728; 3.2% of 360,000 active; activity change, negative = inhibition, % at 10 µM; HEK293 TREx D1 cells, calcium flux, dopamine EC80; hits give low values; in the data active = activity change below about -30%; also: % is scaled to controls: 0 for no effect and ±100 for the full control effect
#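 Using tetracycline-induced force-coupled D1 Hek293 cells and a calcium dye, signals were followed for 180 s after compound, then for 180 s after EC80 dopamine, to detect inhibitors.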
# Vif-APOBEC3G blk: inhibitors of Vif-APOBEC3G interaction | Q9HC16 | HeLa A3G-eYFP + Vif (tagged APOBEC3G with the HIV-1 protein that degrades it), YFP fluorescence, overnight | Potency, µM (series often up to 46.1 µM), without a hit: top-dose activity, negative = active, actives largely listed as inhibitors | 0.076% of 410,000 active;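 also: potency is read from the fitted curve at half-maximal effect; % is scaled to controls: 0 for no effect and ±100 for the full control effect; nearly all actives have a fitted effect of over 60% in size; hits raise eYFP signal because A3G escapes Vif-driven loss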
# Target sequence (Q9HC16 whole entry, looked up): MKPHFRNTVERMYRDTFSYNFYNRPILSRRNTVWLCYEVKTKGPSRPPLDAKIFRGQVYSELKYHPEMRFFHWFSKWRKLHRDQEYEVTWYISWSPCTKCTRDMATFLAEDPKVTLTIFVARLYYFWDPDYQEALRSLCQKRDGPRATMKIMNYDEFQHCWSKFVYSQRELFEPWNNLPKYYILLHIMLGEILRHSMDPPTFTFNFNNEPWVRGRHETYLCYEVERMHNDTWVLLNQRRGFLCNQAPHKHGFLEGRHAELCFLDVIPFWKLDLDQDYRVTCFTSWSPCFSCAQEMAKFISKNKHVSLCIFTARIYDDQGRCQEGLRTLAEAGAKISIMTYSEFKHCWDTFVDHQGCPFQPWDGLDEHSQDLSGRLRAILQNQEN
#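 HeLa cells stably expressing Vif and C-terminally eYFP-tagged A3G, seeded overnight at 37 deg C, then exposed to compound by pintool overnight at 37 deg C. Rise in yellow fluorescence (Ex 488/Em 500-530, Acumen) marks blocked Vif-driven A3G degradation.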
# RXFP1 agonist: agonists of human relaxin receptor RXFP1 | AID 2676 | 0.3% of 370,000 active | Potency, µM (top dose mostly 57.5 µM), for the others: at the top dose activation, most hits filed as activators | Q9HBX9 | HEK293T-RXFP1 cAMP TR-FRET, 30 min; response scale: percent of porcine relaxin response, buffer zero; also: potency is read from the fitted curve at half-maximal effect; % is scaled to controls: 0 for no effect and ±100 for the full control effect; nearly all actives have a fitted effect of over 60% in size; many of its hits are not listed in these tables
#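 cAMP rise read by TR-FRET after 30 min, 37C compound exposure (up to 58 uM) in RXFP1-transfected HEK293 cells with Ro 20174 present. EC50 from Hill-equation fits, with 29 nM porcine relaxin as 100% and buffer as basal.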
# D1 ag: activates the human D1 dopamine receptor. P21728. HEK293 T-REx D1 cells, calcium flux, agonist mode. activation, % at 2 µM. 1% of 360,000 active. AID 504660; in the data active = activation above about 30%; also: 0% is about no effect
#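 Tetracycline-induced HEK293 TREx D1 cells, force-coupled to calcium signalling, were dye-loaded with a no-wash calcium kit. Compound was pin-added after a 10 s baseline. Fluorescence was read kinetically at 1 cycle/s for 180 s, with calcium rises flagged as agonism.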
# LDHA block: LDHA (human) enzyme inhibition | AID 1347041 | activity change, % (values are at about 110 or 230 µM) | P00338 | purified LDHA, NADH/diaphorase-resazurin fluorescence; hits give low values | 0.15% of 480,000 active; in the data active = activity change below about -30%; inconclusive = mostly about -25% to -30%;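 also: plate controls were DMSO wells for no effect and wells without enzyme for full effect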
#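 LDH5 2 nM; NADH 0.06 mM, pyruvate 0.2 mM; 200 mM Tris pH 7.4, EDTA, Tween-20; 5 min RT. Detection: diaphorase 0.133 mg/mL + resazurin 37 µM, fluorescence ex540/em590 at 0 and 20 min; normalized to enzyme-free and DMSO wells.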
# D2 potentiator: positively modulates the human D2 dopamine receptor allosterically; P14416; HEK293 T-REx D2, calcium flux, EC20 dopamine potentiation; potentiation, % at 10 µM; 0.34% of 340,000 active;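 active = potentiation over 3 SD above the plate norm, cut at about 30% in these data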; also: 0% is about no effect
# Target sequence (P14416 whole entry, looked up): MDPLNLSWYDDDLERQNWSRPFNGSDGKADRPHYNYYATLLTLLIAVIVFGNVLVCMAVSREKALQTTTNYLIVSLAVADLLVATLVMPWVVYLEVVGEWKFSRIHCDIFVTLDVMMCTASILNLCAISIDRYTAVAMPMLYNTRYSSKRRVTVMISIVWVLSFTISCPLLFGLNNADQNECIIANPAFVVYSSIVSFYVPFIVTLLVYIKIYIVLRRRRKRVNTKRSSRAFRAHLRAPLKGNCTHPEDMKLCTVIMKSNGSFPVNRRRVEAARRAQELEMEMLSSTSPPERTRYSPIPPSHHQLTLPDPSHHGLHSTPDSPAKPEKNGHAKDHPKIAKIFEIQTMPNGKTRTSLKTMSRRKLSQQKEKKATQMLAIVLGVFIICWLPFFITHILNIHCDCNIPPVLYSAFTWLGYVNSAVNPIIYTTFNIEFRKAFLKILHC
#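 Using a no-wash calcium dye in inducible, force-coupled HEK293 Trex cells expressing D2, we tracked fluorescence each second for 180 s after compound, then for 180 s after EC20 dopamine to detect augmented signalling.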
# D1 potentiator: human D1 dopamine receptor positive modulation; potentiation, % at 10 µM; 0.036% of 360,000 active; HEK293 TREx D1 cells, calcium flux, dopamine EC20 potentiation; AID 504651; P21728; in the data active = potentiation above about 30%; also: 0% is about no effect
# GRP78 ERSR act: ER stress response induction in glioma; 0.02% of 420,000 active; Potency, µM, for inactives: top-dose activation, usual class: activators; U87-MG GRP78 promoter luciferase reporter, 16 h; also: potency is read from the fitted curve at half-maximal effect; series mostly up to about 76 µM; % of control where 0% means no effect; nearly all actives have a fitted effect of over 35% in size
#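 Stably transfected U87-MG human glioma cells carrying a GRP78-based luminescent sensor were seeded at 1000 cells/well, pin-dosed with compounds and incubated 16 h. Luciferase reagent was then added, and end-point luminescence was read after 10 min at room temperature.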
# The depositor's hits bear a star; ? = inconclusive; . = not tested or not shown; & = joins results of further samples. Unless noted, calls follow the shape of the dose curve; as a rule, active = well fitted curve in the direction sought with a large enough effect; inconclusive = small, poorly fitted or top-dose-only effect, or another doubt; inactive = no such curve, though single readings can be large; an effect the other way counts as inactive or inconclusive. A portion of the library, so the mix of outcomes need not match the whole.
# Letters – A = Vif-APOBEC3F blk; B = D1 antagonist; C = Vif-APOBEC3G blk; D = RXFP1 agonist; E = D1 ag; F = LDHA block; G = D2 potentiator; H = D1 potentiator; I = GRP78 ERSR act
Cc1nn(-c2ccc(F)cc2)c(-n2cccc2)c1C(=O)NCCc1ccc(Cl)cc1
  A = -3%; B = -7; C = 0%; D = -0.7%; E = 23; F = 3; G = 1; H = -2; I = -1%
O=C(Nc1ccsc1C(=O)NC1CC1)c1ccccc1
  A = -5%; B = 0; C = 3%; D = 0.9%; E = 1; F = -5; G = 13; H = -1; I = 2%
CCCCn1c(N)c(N(CC(C)C)C(=O)c2ccc(C)o2)c(=O)[nH]c1=O
  A = 6%; B = 17; C = 0%; D = -0.6%; E = 3; F = -2; G = 0; H = .; I = -6%
COC(=O)/C=C1\N/C(=N\c2nc(C)cc(C)n2)N(c2ccc(C)cc2)C1=O
  A = 2%; B = 3; C = 2%; D = 1.5%; E = 0; F = -7; G = 2; H = -5; I = -3%
CSc1ccc(S(=O)(=O)N2CCC(C(=O)NCc3ccco3)CC2)cc1
  A = -25%; B = -8; C = -1%; D = 0.0%; E = 9; F = -11; G = -20; H = -5; I = -4%
Cc1ccc(C)c(N2CCN(C(=O)c3ccc(-c4nc(COc5ccccc5)c(C)o4)cc3)CC2)c1
  A = 1%; B = 9; C = 4%; D = 0.9%; E = -1; F = 0; G = 4; H = 1; I = -1%
CCOc1cc(S(=O)(=O)NCC2CCCO2)ccc1F (centres undefined)
  A = 1%; B = 5; C = 3%; D = 0.7%; E = 1; F = 0; G = -3; H = -3; I = -4%
COc1ccc(-c2[nH]c3ccccc3c2SCCN)cc1
  A = -13%; B = 14; C = -2%; D = 3.0%; E = 15; F = -9; G = -19; H = -13; I = 7%
CCc1ccccc1NC(=O)CSCc1cnn(-c2ccccc2)c1-n1cccc1
  A = -7%; B = 2; C = 3%; D = -5.4%; E = 5; F = -7; G = -24; H = 0; I = -5%
O=C(Oc1ccc(Br)cc1C(=S)N1CCCC1)c1ccccc1F
  A = 0%; B = 0; C = 0%; D = 2.0%; E = 1; F = -4; G = -5; H = 0; I = -4%
CCOC(=O)C1CCC(CN(Cc2ccc(OC)cc2)S(=O)(=O)c2ccc(F)c(C(=O)Nc3ccc(C)c(C)c3)c2)CC1 (centres undefined)
  A = -12%; B = -4; C = -1%; D = -0.5%; E = 0; F = -1; G = -5; H = -1; I = 0%
O=c1[nH]c2ccc(NC(=S)Nc3ccccc3)cc2[nH]1
  A = -1%; B = -4; C = -1%; D = 0.0%; E = 1; F = 5; G = 18; H = -3; I = 0%
O=[N+]([O-])c1ccccc1OCC(O)CN1CCN(CC(O)COc2ccccc2[N+](=O)[O-])CC1 (centres undefined)
  A = -8%; B = -46*; C = 0%; D = 0.1%; E = 9; F = 2; G = -22; H = 0; I = -1%
COc1ccccc1CNC(=O)c1c[nH]c2ccc(S(=O)(=O)Nc3cc(C)cc(C)c3)cc2c1=O
  A = -9%; B = -4; C = -3%; D = -2.9%; E = 1; F = -3; G = 3; H = -3; I = -5%
Cc1ccccc1NC(=O)c1cnc2ccccn2c1=O
  A = -5%; B = -11; C = 1%; D = -1.0%; E = 2; F = -2; G = -6; H = -6; I = 1%

# Fetched one by one from the entries so far (2):
# Letters – A = Vif-APOBEC3F blk; B = D1 antagonist; C = Vif-APOBEC3G blk; D = RXFP1 agonist; E = D1 ag; F = LDHA block; G = D2 potentiator; H = D1 potentiator; I = GRP78 ERSR act
O=C(Oc1ccc(Br)cc1C(=S)N1CCCC1)c1ccccc1F
  A = 0%; B = 0; C = 0%; D = 2.0%; E = 1; F = -4; G = -5; H = 0; I = -4%
CSc1ccc(S(=O)(=O)N2CCC(C(=O)NCc3ccco3)CC2)cc1
  A = -25%; B = -8; C = -1%; D = 0.0%; E = 9; F = -11; G = -20; H = -5; I = -4%

# (further entries)
# Letters – A = Vif-APOBEC3F blk; B = D1 antagonist; C = Vif-APOBEC3G blk; D = RXFP1 agonist; E = D1 ag; F = LDHA block; G = D2 potentiator; H = D1 potentiator; I = GRP78 ERSR act
CCC1(c2ccccc2)NC(=O)N(CC(=O)Nc2cccc(S(=O)(=O)N3CCCCC3)c2)C1=O (centres undefined)
  A = ?; B = -19; C = 0%; D = -0.3%; E = -1; F = 1; G = 10; H = -3; I = -4%
O=C(CNC(=O)[C@@H]1Cc2ccccc2CN1)NC1CCCC1
  A = 5%; B = 0; C = -1%; D = 0.3%; E = 0; F = 3; G = 2; H = 0; I = -3%
S=c1[nH]nc(-c2ccncc2)n1/N=C/c1cccc(Cl)c1
  A = -10%; B = -4; C = -4%; D = -3.0%; E = 2; F = -1; G = 12; H = -2; I = -3%
CCc1nnc(NC(=O)CCC(=O)NC2CCCc3ccccc32)s1 (centres undefined)
  A = 2%; B = -3; C = 0%; D = -0.9%; E = 1; F = -6; G = 13; H = 18; I = -4%
COc1ccccc1/C=C/C(=O)OCC(=O)N1CCCCC1
  A = -13%; B = .; C = -3%; D = .; E = .; F = -2; G = .; H = .; I = 1%
CCOc1ccccc1NC(=O)Cn1ncc2c(=O)oc3ccc(C)cc3c21
  A = -7%; B = 1; C = 6%; D = 6.6%; E = 1; F = -12; G = 14; H = 0; I = -1%
O=C(O)c1cccc2c1/C(=N/O)c1ccccc1-2
  A = -9%; B = .; C = 0%; D = .; E = .; F = -6; G = .; H = .; I = 1%
COc1cc(/C=N/N2CCN(c3ccccc3OC)CC2)ccc1OC(C)=O
  A = 10%; B = -16; C = -1%; D = -2.9%; E = 2; F = 0; G = -3; H = -5; I = -1%
Cc1cccc(OCCSc2nc3ccccc3n2CC(=O)N2CCOCC2)c1
  A = .; B = 7; C = .; D = -0.4%; E = -1; F = -6; G = 5; H = -2; I = .
Cc1ccc(NC(=O)c2sc(Cl)nc2-c2ccccc2)cc1C
  A = -4%; B = 22; C = 0%; D = 29%; E = -1; F = -3; G = 1; H = 10; I = -3%
CCn1c(=O)c2c(nc3n2CCCN3CCc2ccc(OC)c(OC)c2)n(C)c1=O
  A = 5%; B = -7; C = -1%; D = -0.5%; E = 1; F = 1; G = -2; H = -5; I = -5%
O=C(CN1CSCC1=O)N1CCN(S(=O)(=O)c2ccc(Cl)cc2)CC1
  A = 3%; B = -9; C = -4%; D = 0.8%; E = 3; F = 2; G = -1; H = -2; I = -3%
O=C(N/N=C/c1ccccc1)c1ccc(NC(=O)c2ccc(F)cc2)cc1
  A = -4%; B = -26; C = 0%; D = -5.1%; E = 3; F = -6; G = 5; H = -7; I = 8%
Cc1nnsc1C(=O)NNS(=O)(=O)c1ccccc1
  A = 1%; B = -13; C = 0%; D = 0.7%; E = 2; F = 0; G = 2; H = -1; I = -5%
Cc1ccc(NS(=O)(=O)c2ccc3c(c2)NC(=O)CO3)cc1
  A = 13%; B = 4; C = 1%; D = 0.2%; E = 5; F = -2; G = 11; H = 3; I = -4%
O=C(Nc1ccc(N2CCCC2)cc1)c1cc(Cl)ccc1Cl
  A = -8%; B = 10; C = ?; D = -0.4%; E = 1; F = 0; G = 4; H = -1; I = -7%
COc1ccc(-c2nnc(SCC(=O)Nc3ccc(C)c(Cl)c3)nc2-c2ccc(OC)c(OC)c2)cc1OC
  A = -4%; B = 9; C = 0%; D = 3.7%; E = 7; F = 1; G = .; H = 0; I = 2%
Cc1nn(CC(=O)N2CCN(C)CC2)c(=O)c2c1sc1ccccc12
  A = 10%; B = 1; C = -9%; D = 1.9%; E = 1; F = -1; G = 1; H = 12; I = 1%
COc1ccc(-c2cc(C(F)(F)F)nc(NCc3ccccc3)n2)cc1
  A = 1%; B = 0; C = -2%; D = 1.7%; E = 31*; F = 3; G = -6; H = 3; I = -3%
COc1ccc2nc(SCC(=O)NC(C)(C)C)[nH]c2c1
  A = -3%; B = -5; C = 0%; D = 0.8%; E = 0; F = 0; G = 11; H = 7; I = 2%
CC1(C)Cc2cccc(OCC(=O)NCc3ccc(F)cc3)c2O1
  A = 1%; B = 5; C = 0%; D = 2.2%; E = 4; F = 1; G = -10; H = -1; I = -3%
COc1ccc(CC(C)NCC(O)c2ccc(O)c(NC=O)c2)cc1 (centres undefined)
  A = -12%&-9%; B = .; C = 0%&3%; D = .; E = .; F = -3&-5; G = .; H = .; I = -2%&-2%&-4%
Cc1ccc2c3c(c(SCC(=O)Nc4nccs4)nc2c1)CCCC3
  A = .; B = 1; C = .; D = 1.9%; E = 1; F = .; G = -11; H = -8; I = .
Cc1cccc(NC(=O)C2CCN(S(=O)(=O)c3ccc4[nH]c5c(c4c3)CCCCC5)CC2)c1
  A = 6%; B = 1; C = 7%; D = 2.3%; E = 4; F = -2; G = -2; H = 1; I = -3%
Cc1ccc(C)c(S(=O)(=O)N2CCCOC2CNC(=O)C(=O)NC2CC2)c1 (centres undefined)
  A = -25%; B = 1; C = -3%; D = -1.3%; E = 4; F = -7; G = 19; H = -4; I = -4%
Cc1ccc(S(=O)(=O)CC(=O)c2ccc([N+](=O)[O-])cc2)cc1
  A = -4%; B = -11; C = 7%; D = 0.6%; E = 3; F = -1; G = -3; H = -1; I = -3%
C=CCN1C(=O)[C@@H]2Cc3c([nH]c4ccccc34)C(c3cc(OC)c(OC)c(OC)c3)N2C1=S (some centres undefined)
  A = ?; B = 24; C = ?; D = 2.7%; E = 9; F = -1; G = -1; H = 4; I = -6%
COc1ccc(C(=O)O/N=C(/c2ccccc2)c2ccncc2)cc1
  A = -2%; B = -2; C = -20%; D = 0.1%; E = 2; F = -15; G = 13; H = -2; I = 0%
O=C(CSc1ccc2nnc(-c3ccncc3)n2n1)Nc1ccc2c(c1)OCO2
  A = -1%; B = -4; C = 0%; D = 12%; E = 2; F = 4; G = -12; H = -2; I = -2%
Cc1ccc(NC(=O)CN2C(=O)NC(C)(C3CC3)C2=O)c(C)c1 (centres undefined)
  A = 9%; B = 11; C = 0%; D = 0.9%; E = -1; F = 2; G = 4; H = -3; I = -4%
